Jurkat NFkB inh: lowers PMA/ionomycin-induced NF-kB signal in Jurkat cells; actives 0.53% (n = 330,000); inhibition, % at 4 µM; PMA/ionomycin-induced NF-kB luciferase reporter, luminescence; AID 435003; in the data active means inhibition above about 50%
UPR CHOP act: apoptotic UPR (CHOP) activation | AID 449763 | activation, % at 10 µM | CHO-CHOP luciferase reporter, luminescence; percent of tunicamycin response over DMSO baseline | actives 0.34% (n = 330,000);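 active means at 10 µM dose, activation of 40% or more, normalized to positive control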;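 further: 100% = tunicamycin at 10 µg/mL and 0% = DMSO alone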
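System: CHO-CHOP luciferase reporter cell line | Buffer or medium: F12 medium containing 10% fetal bovine serum | Doses: One dose, 10 µM in 0.5% DMSO | Times: 6 h compound exposure at 37 °C after overnight seeding | Signal: Luciferase luminescence | Read-out: % activation vs tunicamycin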
Mdm2 MdmX PPI: disrupts the human Mdm2-MdmX interaction; SaOS-2 split-luciferase Mdm2/MdmX complementation, luminescence; actives 3% (n = 330,000); O15151+Q00987; inhibition, % at 8 µM; AID 485346;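 active means inhibition of at least 50% at 8 µM in the primary screen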
Target sequence (O15151 whole entry, looked up): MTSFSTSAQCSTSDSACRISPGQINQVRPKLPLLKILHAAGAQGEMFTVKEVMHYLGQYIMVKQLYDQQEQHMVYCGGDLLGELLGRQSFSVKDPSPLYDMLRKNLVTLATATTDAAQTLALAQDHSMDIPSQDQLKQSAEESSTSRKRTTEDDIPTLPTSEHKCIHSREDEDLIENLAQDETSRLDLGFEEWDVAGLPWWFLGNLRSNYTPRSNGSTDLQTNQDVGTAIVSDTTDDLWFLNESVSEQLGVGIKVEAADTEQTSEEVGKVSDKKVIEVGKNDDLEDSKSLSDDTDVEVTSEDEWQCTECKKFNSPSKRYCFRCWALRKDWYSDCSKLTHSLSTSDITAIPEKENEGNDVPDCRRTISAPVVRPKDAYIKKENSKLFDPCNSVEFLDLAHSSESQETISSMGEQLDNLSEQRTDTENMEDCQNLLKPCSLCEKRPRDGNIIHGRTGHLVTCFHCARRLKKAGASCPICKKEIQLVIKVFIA
Target sequence (Q00987 whole entry, looked up): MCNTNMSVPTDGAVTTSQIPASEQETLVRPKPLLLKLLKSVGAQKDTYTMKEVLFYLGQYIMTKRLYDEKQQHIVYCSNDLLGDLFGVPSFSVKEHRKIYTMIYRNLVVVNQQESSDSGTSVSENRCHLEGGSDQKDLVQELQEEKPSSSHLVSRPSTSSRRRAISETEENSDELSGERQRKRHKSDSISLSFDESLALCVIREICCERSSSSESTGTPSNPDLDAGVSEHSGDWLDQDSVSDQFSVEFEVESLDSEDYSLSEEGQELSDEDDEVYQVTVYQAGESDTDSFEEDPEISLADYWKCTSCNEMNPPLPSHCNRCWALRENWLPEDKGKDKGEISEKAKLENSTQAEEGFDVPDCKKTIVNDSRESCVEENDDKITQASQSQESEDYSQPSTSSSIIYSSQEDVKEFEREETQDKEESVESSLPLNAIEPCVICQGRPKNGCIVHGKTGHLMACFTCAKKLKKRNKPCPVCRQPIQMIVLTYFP
tim23-1 inh: inhibits growth of tim23-1 mutant yeast | S. cerevisiae tim23-1 growth, BacTiter-Glo luminescence, 24 h | inhibition, % at 20 µM | AID 463212 | actives 1.3% (n = 330,000);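 active means growth inhibition of the mutant yeast at or above 50%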;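 further: temperature-sensitive mutant grown at 25 °C; plate controls were DMSO-treated mutant yeast for no effect and medium wells lacking yeast for full effect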
TIM10 inh: TIM10 yeast growth inhibition; actives 1.4% (n = 330,000); inhibition, % at 10 µM; AID 463195; S. cerevisiae TIM10 strain growth, BacTiter-Glo luminescence, 24 h;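 active means inhibition of 40% or more at the single tested concentration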;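 further: wild-type TIM10 isogenic control strain grown at permissive 25 °C; 0% = DMSO yeast wells and 100% = minimal medium wells without yeast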
697 NFkB inh: inhibitors of the PMA/ionomycin-induced NF-kB reporter in 697 B cells; actives 0.33% (n = 330,000); AID 435022; 697 B-cell NF-kB luciferase reporter, 16 h; inhibition, % at 4 µM; in the data active means inhibition above about 35%
tim10-1 inh: inhibits growth of tim10-1 mutant yeast; S. cerevisiae tim10-1 ts strain growth, BacTiter-Glo, 24 h; inhibition, % at 20 µM; actives 2.2% (n = 330,000); AID 463190;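 active means inhibition of at least 40%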;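 further: mutant grown at 25 °C; 0% = DMSO wells with yeast and 100% = wells holding no yeast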
UPR XBP1 act: adaptive UPR (XBP1) activation; CHO-XBP1 luciferase reporter, IRE1-XBP1 UPR activation, luminescence; percent of tunicamycin response, DMSO as zero; activation, % at 20 µM; actives 0.33% (n = 330,000);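 active means versus positive control, 20 µM dose yields 30% or more activation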;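 further: 100% = tunicamycin at 10 µg/mL and 0% = DMSO only wells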
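incubation = overnight seeding at 37 °C, 6 h compound treatment at 37 °C | assay system = CHO-XBP1 cells stably carrying IRE1-XBP1-driven luciferase reporter | input = 1000 cells per well | detection = luciferase luminescence | dosing = single point, 20 µM final compound, 1% DMSO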
* marks the source's active call; other numbers are inactive results.

SMILES	Jurkat NFkB inh	UPR CHOP act	Mdm2 MdmX PPI	tim23-1 inh	TIM10 inh	697 NFkB inh	tim10-1 inh	UPR XBP1 act
CC(=O)/C=C/c1ccc2ccccc2n1	-4	-0.1	44	71*	59*	7	65*	-6
COc1ccc(N(CC(=O)NC2CCCCC2)C(=O)CCC(=O)Nc2nc(C)cs2)cc1	-5	-0.7	-16	7	7	-9	-8	1
Clc1ccccc1OCCCOc1cccc2cccnc12	-64	3.2	-54	36	13	-67	13	-1
CC(=O)c1cc(C#N)c(N(C)Cc2ccccc2)nc1C	25	1.2	23	15	-17	-16	1	-2
CC1(C)CC(=O)C2=C(C1)Nc1ccccc1N1C(=O)c3ccccc3C21 (stereo not drawn)	18	-2.5	17	19	16	26	20	-2
Cc1cc(C(=O)CN2C(=O)NC3(CCCC3)C2=O)c(C)n1-c1ccc2c(c1)OCO2	-4	1.2	-16	0	4	-4	-18	1
Cc1ccc(NC(=O)Cn2c(=O)oc3ccccc32)c(C)c1	-17	-2.4	15	-3	-4	3	-22	0
Fc1ccc(/C=N/n2cnn(Cc3ccccc3Cl)c2=S)cc1	8	0.0	-6	21	13	-16	25	-1
Cc1ccccc1NS(=O)(=O)c1ccc2c(c1)n(C)c(=O)n2C	13	1.9	-10	-8	6	16	-5	-1
CC(C)CC(=O)Nc1ccc(C(=O)COC(=O)C2CC(=O)N(Cc3ccccc3)C2)cc1 (stereo not drawn)	-6	0.8	29	-6	-7	14	-7	0
COc1ccc(NC(=S)Nc2ccc(S(N)(=O)=O)cc2)c(C)c1	8	0.5	4	8	12	22	9	-2
Cc1cc(SCC(=O)Nc2c(C)n(C)n(-c3ccccc3)c2=O)nc2ccccc12	-16	-0.6	4	13	19	-45	16	-6
Cc1ccc(CSc2nc3c(c(=O)[nH]2)CCC3)cc1	-20	0.3	10	10	1	3	13	-1
C[C@@H]1O[C@@H](O[C@@H]2C(=O)c3c(O)cc(O)cc3O[C@H]2c2ccc(O)c(O)c2)[C@H](O)[C@H](O)[C@H]1O	-7	1.0	26	-4	8	12	0	1
Cc1cccc(NC(=O)CSc2nnc(-c3cc(C)n(-c4ccccc4)c3C)o2)c1C	-12	-7.1	22	-5	33	71*	28	-5
COc1ccc(C=O)cc1CSc1ncccc1C(=O)O	-4	0.5	21	5	13	14	-9	-3
CCC1CCCCN1CCCNC(=O)Cn1c2ccccc2c2nc(=O)cc(C)n21 (stereo not drawn)	11	-1.7	-8	17	-5	-11	9	-2
COC(=O)c1ccc(/C=N/NC(=O)c2ccccc2Cl)cc1	-10	1.8	2	13	-6	-5	5	-3
CCOc1ccc(S(=O)(=O)NC2CCCC2)cc1C	-5	-0.2	9	22	6	-25	23	-1
O=C(/C=C/Nc1ccc(F)cc1F)c1ccc(Br)cc1	-167	3.6	-91	5	1	-255	11	-2
CC(C)(C)OC(=O)N1CCC(CC2CC(c3ccccc3)=NO2)(C(=O)O)CC1 (stereo not drawn)	-9	0.8	20	-12	-8	6	-7	0
Cn1nnc(NC(=O)CSc2nnnn2-c2ccc(F)cc2)n1	8	0.0	13	6	3	11	0	-4
Cn1ccnc1SCC(=O)NC12CC3CC(CC(C3)C1)C2	1	0.9	8	24	5	-13	10	1
c1ccc(Cc2nnc3sc(C4COc5ccccc5O4)nn23)cc1 (stereo not drawn)	7	0.5	-24	18	14	-1	32	2
Oc1ccc(-c2n[nH]c(=S)n2Cc2ccccc2)cc1	-9	-0.9	5	11	4	-4	20	-1
Cc1ccc(C(C)C)c(Oc2nnnn2-c2ccccc2)c1	24	-0.8	26	27	9	5	-5	-1
CC1CCN(S(=O)(=O)c2ccc(C(=O)OCc3ccc4c(c3)OCO4)cc2)CC1	7	-1.2	0	15	-1	2	18	3
OCC1(CCOc2ccccc2)CCN(Cc2cn[nH]c2-c2ccccc2)CC1	10	0.7	13	1	8	12	11	0
CCN(CC)c1ccc(NC(=O)Cn2nnc(-c3cccc(OC)c3OC)n2)c(C)c1	-13	-2.4	4	19	13	15	12	0
COc1ccc(NC2CCCN(C(=O)c3oc(C)cc3C)C2)cc1OC (stereo not drawn)	3	0.9	21	11	8	10	7	-3
O=C(C1=C(O)C(=O)N(CCN2CCOCC2)C1c1ccc(Cl)cc1)c1cc2ccccc2o1 (stereo not drawn)	0	1.0	-3	8	-4	-3	18	2
Cc1cc(NC(=O)CCc2ccc(S(=O)(=O)N3CCOCC3)cc2)n(-c2ccccc2)n1	1	-1.5	-14	11	-2	-8	-1	-4
O=C(O)c1nn(CC(=O)N(C2CCCCC2)C2CCCCC2)c(=O)c2ccccc12	-1	2.5	-10	0	24	10	10	-3
COC(=O)Cn1cnc2c(cnn2-c2ccccc2)c1=O	0	4.8	-16	-1	7	9	5	5
c1csc(-c2ncc3ccccn23)c1	4	-0.3	17	24	-2	11	-12	-3
CCOC(=O)C1CCN(C(c2cc3cc(C)cc(C)c3[nH]c2=O)c2nnnn2C2CCCCC2)CC1 (stereo not drawn)	-2	0.0	-14	2	7	24	-2	1
CCC(C)c1ccc(O)c(NC(=O)c2cccnc2)c1 (stereo not drawn)	-8	1.9	-4	-16	-13	-25	9	0
CC[n+]1c(C)n(-c2ccccc2)c2ccc(NC(C)=O)cc21	36	0.2	8	-4	-6	-24	1	3
Cn1c(C(=O)NCCCN2CCCC2=O)cc2c(=O)n(C)c3ccccc3c21	-1	0.1	18	-6	-2	12	-21	-2
O=C(NNC(=S)NC(=O)c1ccc(Br)cc1)c1cccc([N+](=O)[O-])c1	-6	-1.0	9	-18	-16	-9	-17	7

One compound at a time, as listed above. Order of screens: Jurkat NFkB inh	UPR CHOP act	Mdm2 MdmX PPI	tim23-1 inh	TIM10 inh	697 NFkB inh	tim10-1 inh	UPR XBP1 act
Results for `CCOC(=O)C1CCN(C(c2cc3cc(C)cc(C)c3[nH]c2=O)c2nnnn2C2CCCCC2)CC1` (stereo not drawn) : -2	0.0	-14	2	7	24	-2	1
Results for `COC(=O)Cn1cnc2c(cnn2-c2ccccc2)c1=O` : 0	4.8	-16	-1	7	9	5	5
Results for `O=C(O)c1nn(CC(=O)N(C2CCCCC2)C2CCCCC2)c(=O)c2ccccc12` : -1	2.5	-10	0	24	10	10	-3

The main list resumes, repeating the two entries before the break.
SMILES	Jurkat NFkB inh	UPR CHOP act	Mdm2 MdmX PPI	tim23-1 inh	TIM10 inh	697 NFkB inh	tim10-1 inh	UPR XBP1 act
Cn1c(C(=O)NCCCN2CCCC2=O)cc2c(=O)n(C)c3ccccc3c21	-1	0.1	18	-6	-2	12	-21	-2
O=C(NNC(=S)NC(=O)c1ccc(Br)cc1)c1cccc([N+](=O)[O-])c1	-6	-1.0	9	-18	-16	-9	-17	7
N#Cc1c2n(c3c(=O)n(CC(=O)c4ccc(Br)cc4)cnc13)CCCC2	9	1.4	-1	39	27	14	5	-2
O=C(C1CC(=O)N(c2ccc(Br)cc2)C1)N1CCCC1 (stereo not drawn)	-1	2.6	29	17	8	-5	15	-4
CCc1ccc(-n2c(SCC(=O)N3CCC(C(=O)O)CC3)nnc2-c2ccncc2)cc1	0	0.1	30	8	7	10	2	-1
Cc1cc(Cl)ccc1Oc1nccc(N(C)C)c1C#N	-6	0.7	24	39	8	-42	18	0
O=C(COc1ccc(-n2ccnc2)cc1)Nc1cccc(Cl)c1	1	-0.2	-39	17	18	28	11	-2
CCCOc1ccccc1C(=O)N1CCNC(=O)C1CC(=O)OC(C)C (stereo not drawn)	-52	1.0	-44	3	3	-40	17	-1
Nc1c(C(=O)CSc2nnc(-c3ccccc3F)o2)c(=O)[nH]c(=O)n1C1CC1	-6	-1.4	-11	15	1	0	1	-2
COc1ccccc1NC(=O)CSc1nc2ccccc2nc1N1CC(C)OC(C)C1 (stereo not drawn)	4	-0.9	19	18	16	10	29	0
Cc1cccc(C(C)C)c1NC(=O)c1ccc(OCC2CCCO2)cc1 (stereo not drawn)	-9	-1.3	6	16	-5	-30	4	-3
C#CCOc1ccc(Br)cc1/C=N/O	6	2.8	24	28	1	7	2	0
O=C(NCc1ccccn1)C(=O)NCC1OCCN1S(=O)(=O)c1ccc(Cl)cc1 (stereo not drawn)	7	-0.1	31	5	-3	1	17	-5
O=C1Nc2c(c(=O)[nH]c(=O)n2-c2ccc(F)cc2)C1(NS(=O)(=O)c1ccccc1)C(F)(F)F (stereo not drawn)	7	-0.5	-42	5	-7	1	-22	-2
Cn1c(=O)c(=O)n(C)c2cc(S(=O)(=O)N3CCC(Cc4ccccc4)CC3)ccc21	9	1.4	36	-6	-6	-11	-4	1
O=C(NC1CCCCC1)c1cccc2c1C(=O)c1ccc(N3CCC(Cc4ccccc4)CC3)cc1S2(=O)=O	3	0.9	14	7	-1	-23	6	-1
Cc1ccc(CNC(=O)CCc2nnc3ccc(NCCCN4CCCC4=O)nn23)cc1	8	0.1	8	4	16	-14	6	-1
O=S(=O)(c1ccc(-n2cnnn2)cc1)N1CCNCC1	12	0.7	9	8	-1	10	22	-4
O=C(c1c(F)cccc1F)N1CCCC1	8	-0.3	-2	2	10	13	3	1
Cc1cccc(CN2CCC(C(=O)Nc3cccc(-c4cccc(F)c4)c3)CC2)n1	18	1.5	38	3	24	-38	38	-6
Cc1ccc(/C=N/NC(=O)c2ccc(Br)o2)s1	-27	5.7	-41	2	-5	-60	-38	10
O=C(Oc1ccc(C(=S)N2CCOCC2)cc1Br)c1ccccc1F	14	2.5	-36	35	35	-8	27	1
Cc1ccccc1Nc1nc(N)nc(CCl)n1	38	7.5	94*	11	19	-10	4	-1
COc1cccc(NS(=O)(=O)c2ccc3c(c2)NC(=O)C(C)C(=O)N3)c1 (stereo not drawn)	6	0.1	-10	10	2	14	6	-1
NS(=O)(=O)c1ccc(CCNS(=O)(=O)c2ccccc2)cc1	22	0.2	-11	11	5	22	12	-3
COC(CN(C)S(=O)(=O)c1cc2c3c(c1)CCN3C(=O)CC2)OC	6	-1.6	-14	3	10	5	-6	-2
COc1ccc(-c2csc(NC(=O)COC(=O)C3=COCCO3)n2)cc1	-77	2.8	-4	-9	2	-46	-14	2
CCOc1cc(/C=C2\SC(=NC)N(C)C2=O)cc(Cl)c1OC(C)=O	-16	0.5	49	20	-16	22	22	18
Cc1nc2c(C(=O)NCCc3ccccc3Cl)c[nH]n2c(=O)c1Cl	15	3.4	10	13	21	7	3	-6
O=C(NC1CCCc2ccccc21)C1CCCO1 (stereo not drawn)	11	0.5	3	0	-10	3	24	3
Cc1cc(C)nc(-n2nc(C)cc2NC(=O)c2ccc(F)cc2F)n1	-10	-1.3	8	28	-3	1	-4	7
O=C(CSc1nnc(NC(=O)c2ccc(S(=O)(=O)N3CCOCC3)cc2)s1)Nc1ccccc1C(F)(F)F	-7	-0.8	-28	-11	-14	-1	11	3
CC(C)C(NS(=O)(=O)c1ccccc1)C(=O)OCC(=O)NNC(=O)c1ccccc1 (stereo not drawn)	-15	1.1	3	-21	-3	-4	-24	-1
COc1cccc(-c2sc3ccc(OC)cc3c2C#CC(C)(C)O)c1	-34	7.2	-17	19	-5	-34	18	4
CN(C)c1cccc(C(=O)NNC(=O)CN2C(=O)C3CC=CCC3C2=O)c1 (stereo not drawn)	-58	2.9	-9	3	0	-46	-10	0
CCn1ncc([N+](=O)[O-])c1C(=O)Nc1ccc(C(=O)N2CCCCC2)cc1	19	2.3	11	8	7	10	14	2
COc1ccc(C(=O)O)cc1S(=O)(=O)NC(C)C	3	-0.9	10	18	-8	20	-12	-1
CC(C)N(Cc1nc(-c2ccccc2)no1)C(=O)CCCN1C(=O)c2ccccc2C1=O	1	-0.2	20	22	-5	-4	14	-1

Structures listed above that bear a hit mark in tim10-1 inh:
mol,Jurkat NFkB inh,Mdm2 MdmX PPI,697 NFkB inh,tim10-1 inh
CC(=O)/C=C/c1ccc2ccccc2n1,-4,44,7,65*

Source: PubChem BioAssay
